NRP1-CendR mod – modulators of CendR peptide binding to human neuropilin-1; O14786; FAM-RPARPAR peptide binding to NRP-1, fluorescence polarization; inhibition, % at 25 µM; actives 0.85% (n = 360,000);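 active = inhibition or corrected inhibition above about 18%, plus a signal ratio from 0.5 to 1.5, limit read from the data, passing the limit was not always enough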; note: strong numbers were not always called active
Neddyl block – inhibitors of human cullin neddylation. P61081+Q13564. TR-FRET cullin neddylation, biochemical. calls only at 25 µM. actives 0.58% (n = 360,000). AID 651699; in the data active = inhibition above about 36%
Target sequence (P61081 whole entry, looked up): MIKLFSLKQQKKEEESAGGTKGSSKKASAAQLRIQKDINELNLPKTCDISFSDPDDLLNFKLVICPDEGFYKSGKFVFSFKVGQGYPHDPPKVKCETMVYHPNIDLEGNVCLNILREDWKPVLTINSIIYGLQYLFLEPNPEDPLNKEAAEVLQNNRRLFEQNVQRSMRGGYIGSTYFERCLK
Target sequence (Q13564 whole entry, looked up): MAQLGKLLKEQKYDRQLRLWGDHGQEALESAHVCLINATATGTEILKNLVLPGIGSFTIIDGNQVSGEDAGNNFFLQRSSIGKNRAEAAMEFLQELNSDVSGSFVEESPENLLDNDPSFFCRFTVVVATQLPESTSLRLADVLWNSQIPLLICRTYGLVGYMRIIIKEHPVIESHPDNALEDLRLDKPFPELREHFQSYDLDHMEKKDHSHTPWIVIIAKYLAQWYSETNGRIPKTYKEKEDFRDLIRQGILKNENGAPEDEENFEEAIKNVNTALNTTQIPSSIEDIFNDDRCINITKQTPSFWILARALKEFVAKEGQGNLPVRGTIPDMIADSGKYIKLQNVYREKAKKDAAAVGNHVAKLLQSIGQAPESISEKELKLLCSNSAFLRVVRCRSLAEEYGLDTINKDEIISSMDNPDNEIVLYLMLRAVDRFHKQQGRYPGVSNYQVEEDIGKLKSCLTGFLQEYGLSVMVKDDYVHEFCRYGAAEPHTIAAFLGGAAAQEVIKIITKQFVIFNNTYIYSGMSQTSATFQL
MsrA act – activates bovine MsrA enzyme | purified bovine MsrA, absorbance read-out | activation, % at 10.6 µM | actives 0.3% (n = 360,000) | AID 602163; in the data active = activation above about 7.5%;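 note: 0% = vehicle and 100% = reference activator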
FAS-TE inh – FAS thioesterase (human) inhibition; recombinant FAS-TE, OMFH fluorogenic substrate, fluorescence endpoint; inhibition, % at 15 µM; actives 0.67% (n = 360,000);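 active = compounds whose normalised, plate-corrected inhibition of enzyme fluorescence in the single-dose primary screen is 50% or more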;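 note: 0% = DMSO with enzyme and 100% = substrate without enzyme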
SKN-1 inh – C. elegans SKN-1 inhibition; actives 0.49% (n = 360,000); C. elegans VP596 Pgst-4::GFP/RFP ratio, acrylamide-induced, 24 h; inhibition, % at 21.8 µM;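 active = interference check ratio from 0.5 to 1.5 plus GFP to RFP signal ratio inhibition reaching or exceeding a fixed threshold, cut at about 30% in these data, passing the limit was not always enough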; note: some compounds called inactive have numbers as strong as hits
MT1-MMP act inh – blocks activation of human MT1-MMP | P50281 | HT1080 RFP-PRO-GFP cells, GFP/RFP ratio fluorescence, overnight; percent of plate control window, DMSO zero | GFP/RFP ratio change, % at 20 µM | actives 0.061% (n = 360,000);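 active = GFP/RFP ratio change of at least 30% with cell ATP level not reduced by more than half and red fluorescence within 50% of control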; note: strong numbers were not always called active
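Read-out: GFP/RFP fluorescence ratio; Test system: RFP-PRO-GFP reporter HT1080 cells; Compound dosing: single-point 20 µM compound, 1% DMSO; Times: overnight compound exposure at 37 °C.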
eLon inh – inhibitors of E. coli Lon protease. P0A9M0. purified E. coli Lon protease, fluorescence polarization. inhibition, % at 7.94 µM. actives 0.42% (n = 360,000). AID 602123; in the data active = inhibition above about 13%, passing the limit was not always enough;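 note: 0% = enzyme with probe and DMSO and 100% = no enzyme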
Rin1-Abl PPI inh – blocks binding of human Rin1 to Abl. AID 588664. TR-FRET Rin1/Abl binding, biochemical. inhibition, % at 7.35 µM. P00519+Q13671. actives 0.4% (n = 360,000); in the data active = inhibition above about 5%, passing the limit was not always enough
MLLE-PAM2 inh – inhibitors of microRNA-mediated deadenylation, human PABP1 MLLE binding; inhibition, % at 20 µM; GST-MLLE / FITC-PAM2 fluorescence polarization; actives 0.36% (n = 360,000); in the data active = inhibition above about 35%, passing the limit was not always enough;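 note: plate controls were DMSO wells with GST-MLLE for no effect and wells lacking GST-MLLE protein for full effect; some results filed as inactive read as strong as hits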
The depositor's hits bear a star; i = inactive; / = not tested or not shown; + = active, no number. Not all compounds are listed; the hit share may differ from the screen's.

SMILES	NRP1-CendR mod	Neddyl block	MsrA act	FAS-TE inh	SKN-1 inh	MT1-MMP act inh	eLon inh	Rin1-Abl PPI inh	MLLE-PAM2 inh
COC(=O)C1=C(c2ccc(C(C)=O)cc2)C[C@@H]2CC[C@H]1N2C(=O)NCCCOC(C)C	5.3	i	0.1	-4.6	0.2	-1.0	-13.0	1.4	8.6
O=C(NCCN1CCOCC1)c1ccc(Cl)nc1	-5.7	i	-4.4	-9.2	-3.5	0.9	-10.7	3.1	15.3
Oc1c(Cl)c(Cl)c(Cl)c(Cl)c1Cl	-15.9	i	-3.3	39.9	13.7	-2.1	7.2	0.7	-2.9
Cc1c(NP(=S)(C(C)(C)C)C(C)(C)C)c(=O)n(-c2ccccc2)n1C	-4.1	i	-3.4	-3.7	2.3	-1.1	2.0	4.4	1.5
O=C(Nc1cccc(OC(=O)N2CCCCC2)c1)N1CCOCC1	-2.7	i	-14.8	-2.5	-3.3	2.5	-1.6	1.7	8.1
CN1CCN(c2nc(N)cc(=O)[nH]2)CC1	-3.0	i	-1.9	-4.7	16.1	-3.1	-4.0	2.2	6.1
COc1ccc(OC)c(-n2c(O)c(C=NCCN3CCNCC3)c(=O)[nH]c2=S)c1	-6.3	i	-4.0	-6.4	8.3	-3.3	-1.4	3.1	12.9
C[N+]1(C)[C@@H]2CC[C@H]1CC(OC(=O)C(CO)c1ccccc1)C2 (stereo not given in full)	7.7	i	0.0	-3.4	-4.3	2.8	-4.3	0.7	0.0
CCC(=O)c1ccc(OCC(=O)N2CCN(CC(=O)Nc3ccc(C)cc3)CC2)cc1	3.5	i	-5.1	-2.3	6.7	3.9	-4.7	-0.1	8.0
Nc1ccc(CCN2CCCC2)cc1	12.4	i	-2.1	-5.5	-3.8	-0.2	6.1	3.4	4.8
COC(=O)C1=C(c2ccccc2)C[C@@H]2CC[C@H]1N2C(=O)N1CCOCC1	-0.6	i	-2.2	-10.9	15.1	-2.2	-18.7	1.6	2.6
CCCCCCCC(=O)NC(Oc1ccccc1[N+](=O)[O-])C(Cl)(Cl)Cl (stereo not given)	-4.4	i	-2.3	32.4	1.4	0.4	-9.6	0.8	-6.0
O=C1N(c2ccccc2)C(c2cccnc2)N2CCCN12 (stereo not given)	2.9	i	-2.7	-2.6	7.7	-0.7	3.1	1.7	9.8
Cc1cc(/C=C2\C(=O)NC(=O)N(c3ccc(F)cc3)C2=O)c(C)n1-c1ccc(C(=O)O)cc1	-10.0	i	-1.5	-5.5	7.9	-5.0	-13.2	2.0	-2.2
Cc1ccc(OC(F)F)c(N2C(=O)C3C4CCC(O4)C3C2=O)c1 (stereo not given)	17.3	i	-1.0	-6.4	-3.2	-2.5	-14.3	0.3	0.1
CC(Cc1ccccc1)NCCC(c1ccccc1)c1ccccc1 (stereo not given)	14.4	i	-0.8	2.5	5.8	-6.7	-7.7	0.9	5.8
CC(=O)C1(c2ccccc2)CCN(C(=O)C2CCC(=O)N(CCc3cccc(F)c3)C2)CC1 (stereo not given)	12.3	i	-3.8	-4.2	12.6	3.6	-12.3	1.2	-9.2
CC(=O)OC1C=CC2[C@H]3Cc4ccc(O)c5c4[C@@]2(CCN3C)C1O5 (stereo not given in full)	-2.2	i	-0.5	1.6	20.2	-2.2	-7.2	0.0	2.7
COc1ccc2c(c1OC)C(=O)OC2c1c(O)n(C2CCCCC2)c(=O)[nH]c1=O (stereo not given)	-22.1	i	-1.2	-7.6	-1.0	-7.9	-19.1	2.0	-36.3
O=C1CC(=O)N(c2ccc(Cl)cc2Cl)C(=O)N1	-54.4	i	-4.2	-8.6	0.1	-54.3	-84.5	-2.8	-60.0

Compound profiles (already shown). Values in the order: NRP1-CendR mod	Neddyl block	MsrA act	FAS-TE inh	SKN-1 inh	MT1-MMP act inh	eLon inh	Rin1-Abl PPI inh	MLLE-PAM2 inh
Listed for CC(=O)C1(c2ccccc2)CCN(C(=O)C2CCC(=O)N(CCc3cccc(F)c3)C2)CC1 (stereo not given) : 12.3	i	-3.8	-4.2	12.6	3.6	-12.3	1.2	-9.2
Listed for O=C(Nc1cccc(OC(=O)N2CCCCC2)c1)N1CCOCC1 : -2.7	i	-14.8	-2.5	-3.3	2.5	-1.6	1.7	8.1

Just MT1-MMP act inh, Rin1-Abl PPI inh and NRP1-CendR mod (3 entries from above):
| compound | MT1-MMP act inh | Rin1-Abl PPI inh | NRP1-CendR mod |
| --- | --- | --- | --- |
| Nc1ccc(CCN2CCCC2)cc1 | -0.2 | 3.4 | 12.4 |
| COC(=O)C1=C(c2ccccc2)C[C@@H]2CC[C@H]1N2C(=O)N1CCOCC1 | -2.2 | 1.6 | -0.6 |
| CCCCCCCC(=O)NC(Oc1ccccc1[N+](=O)[O-])C(Cl)(Cl)Cl (stereo not given) | 0.4 | 0.8 | -4.4 |

The listing continues:
SMILES	NRP1-CendR mod	Neddyl block	MsrA act	FAS-TE inh	SKN-1 inh	MT1-MMP act inh	eLon inh	Rin1-Abl PPI inh	MLLE-PAM2 inh
CON(C)C(=O)Nc1ccc(Cl)cc1	2.1	i	-7.0	-9.8	1.6	7.1	-4.2	-3.5	-2.9
O=P1(Nc2cccnc2)COc2ccccc2OC1	0.6	i	0.2	-5.3	3.7	3.5	7.4	1.4	-4.8
O=c1c2ccccc2nc(/C=C/c2ccco2)n1-c1ccccc1O	-43.5	i	-8.1	-2.7	7.5	-6.3	-7.2	-2.4	-36.8
COc1cc(-n2c(=S)[nH]c3ccccc3c2=O)c(Cl)cc1Cl	-9.0	i	-4.7	11.2	7.8	-3.5	-0.5	0.1	-8.6
COc1ccc(/C=C2/C(=O)NC(=O)N(c3ccccc3)C2=O)cc1CN1C(=O)c2ccccc2C1=O	-24.6	i	-1.0	-6.1	-12.4	-7.9	-3.6	-1.8	23.8
COc1cc(O)cc2c1C(=O)O[C@@H](C)CCCC(=O)CCCCC2	-2.5	i	-0.9	-2.1	-1.6	8.0	3.9	2.7	-2.5
COc1ccc(OC)c(C(O)C2CCCCN2)c1 (stereo not given)	3.9	i	-4.2	-1.6	-10.8	-0.6	2.3	0.1	3.5
COc1cccc(OP(=O)(Nc2ccccc2)Oc2cccc(OC)c2)c1	5.6	i	-3.5	28.2	-10.9	-0.9	-6.8	4.1	-9.6
CC[C@H](C)[C@@H]1NC(=O)CNC(=O)c2csc(n2)[C@H](C(C)(C)O)OC(=O)C(C)(C)[C@H](CCCC(C)(Cl)Cl)OC(=O)c2csc1n2	-4.3	i	1.2	9.3	9.4	-36.5	-12.1	6.3	10.8
Cc1nn(Cc2ccccc2)c(C)c1C(=O)OCC(=O)Nc1cccc(S(N)(=O)=O)c1	-10.9	i	-4.4	0.5	-1.7	3.4	-2.4	2.0	0.1
NC(N)=Nc1ccc2[nH]c3c(c2c1)C[C@@]1(O)[C@H]2Cc4ccc(O)c5c4[C@@]1(CCN2CC1CC1)C3O5 (stereo not given in full)	-12.9	i	-0.3	1.1	-3.2	-1.8	-7.8	-0.2	-4.8
CCc1nnc(NS(=O)(=O)c2ccc(N=Cc3c(O)n(-c4ccccc4)c(=O)[nH]c3=O)cc2)s1	-24.2	i	-3.9	1.7	-1.0	-5.0	-29.1	4.1	-26.6
O=C1CN=C(c2ccccc2)c2cc(Br)ccc2N1	2.1	i	-3.3	1.7	-4.2	0.9	6.4	-3.0	7.2
Cn1cc(C(=O)NCc2ccccc2)c2ccccc21	-5.4	i	-3.0	-2.2	1.8	2.5	-8.1	1.4	1.1
Brc1ccc(-[n+]2c(-c3ccccc3)cc(-c3ccccc3)cc2-c2ccccc2)cc1	9.0	i	-1.5	-0.2	-0.6	2.2	-5.1	-0.4	-3.6
O=C(C[N+]12CCN(CC1)CC2)NCCc1ccc(Cl)cc1Cl	18.1	i	-7.6	-4.4	-0.2	6.8	4.1	3.6	-10.8
CCOC(=O)c1ccc(NC(=O)N2CC3CC(C2)c2cccc(=O)n2C3)cc1 (stereo not given)	19.5	i	-3.4	-6.1	20.0	1.2	2.0	4.0	-4.4
O=P(Oc1ccccc1)(Oc1ccccc1)c1ccccc1	-5.7	i	-0.8	6.3	3.8	2.7	4.0	2.0	-1.2
CCOc1cc(C=C2C(=O)NC(=O)NC2=O)ccc1OS(=O)(=O)c1ccccc1	2.8	i	-3.3	-2.1	30.0	7.2	-15.2	0.5	34.5
O=C1/C(=C\c2ccc([N+](=O)[O-])cc2)N2CCC1CC2	-1.9	i	-4.9	6.4	21.0	-1.6	-3.7	2.2	9.5
O=C(CCC(=O)N1CCOc2ccc(Cl)cc21)N1CCC2(CC1)OCCO2	5.6	i	4.8	0.2	-2.7	3.0	-5.3	0.3	-2.8
O=[As](O)(O)c1ccc(N=Nc2ccc(O)cc2)cc1	6.7	i	-4.6	-0.1	8.4	-2.8	-12.2	-2.3	8.6
CC1=CC(C)CC(C)OC(=O)CC(c2ccc(O)cc2)NC(=O)C(Cc2c(Br)[nH]c3ccccc23)N(C)C(=O)C(C)NC(=O)C(C)C1 (stereo not given)	6.2	i	-3.2	13.9	-3.9	-27.9	-2.7	3.7	-11.3
CCN(CC)C(=O)c1ccc(NC(=O)CN2CCc3cc(OC)c(OC)cc3C2)cc1	-4.2	i	-1.1	-2.9	7.0	3.9	-1.1	2.5	-8.0
O=C(CSC1c2ccccc2-c2ccccc21)N/N=C/c1ccccc1C(=O)O	3.8	i	-0.5	-3.4	9.2	0.3	0.7	-0.8	7.8
O=C(O)C1C2CCC(O2)C1C(=O)Nc1ccc(Cl)cc1 (stereo not given)	3.7	i	-2.4	-4.1	24.3	5.1	1.2	2.1	25.7
Cc1ccc(N2C(=O)CC(=O)NC2=O)cc1	-6.0	i	-2.6	-3.0	1.1	-16.8	-11.2	2.2	-17.1
O=C(Nc1ccc(OC(=O)N2CCCCC2)cc1)N1CCOCC1	-1.0	i	-10.2	-9.4	-14.2	-3.5	3.8	-2.9	10.9
NC(N)=N/N=C/c1ccc(N2CCOCC2)cc1	-2.4	+	-3.9	-6.5	-15.1	-1.5	-10.8	-4.2	-22.0
COc1cccc(C(=O)C2CCCN(Cc3cccc(C)n3)C2)c1 (stereo not given)	8.4	i	-0.2	-8.7	4.6	-3.3	1.1	-1.0	6.9
CC(=O)Nc1ccc(OC(=O)N2CCCCC2)cc1	-5.8	i	-1.3	-5.3	0.7	-4.7	4.8	-2.2	-3.1
CN1CC(C(=O)c2ccc(Cl)cc2)C(c2ccc(N(C)C)cc2)C1 (stereo not given)	8.7	i	-2.2	-3.6	-19.3	-10.6	0.1	0.8	-10.0
Cc1ccc(CN2Cc3ccc(Br)cc3-n3nncc3C2)cc1	2.2	i	1.0	6.3	2.3	0.9	-1.0	-0.7	15.3
CC(=NCCc1ccccc1)c1c(O)n(C)c(=O)n(C)c1=O	-5.3	i	-2.0	-0.5	4.7	-0.2	-7.1	-0.8	-3.3
O=C(CCCCCn1c(=S)[nH]c2ccccc2c1=O)N1CCC2(CC1)OCCO2	-3.4	i	-1.4	2.0	-3.3	/	2.0	-0.1	-54.7
OCC[N+]12CCC(CC1)C(C(O)(c1ccccc1)c1ccccc1)C2 (stereo not given)	-6.6	i	-2.4	-4.1	12.8	-0.5	-5.6	0.4	4.0
COCCN1C(=O)NC(=O)/C(=C\c2ccc(F)cc2)C1=O	-1.0	i	-1.0	-6.9	11.7	2.1	-5.0	0.7	12.4
CC12CC1(C)C(=O)N(c1cc(Cl)cc(Cl)c1)C2=O (stereo not given)	3.5	i	-6.4	0.3	-2.3	3.3	-0.8	2.5	-3.6
CC(=O)c1cccc(NC2=NCC(C)S2)c1 (stereo not given)	1.8	i	2.3	-7.3	-12.3	6.5	-4.4	2.0	-4.8
O=C1NC(=O)N(CCc2ccc(F)cc2)C(=O)/C1=C/c1cccs1	-2.8	i	-13.5	-0.5	15.1	-4.2	-70.2	-0.1	22.8
COC(=O)Cn1cc(C=C2C(=O)NC(=O)NC2=O)c2ccccc21	1.8	i	-2.1	-5.6	-3.7	-3.8	-34.7	1.2	19.1
COCCCNC(=O)c1c(N)n(Cc2ccco2)c2nc3ccccc3nc12	-36.4	/	-5.2	-0.7	14.9	-33.5	-12.7	-1.5	2.1
